ARNT-TACC3 inh – disruptors of ARNT/TACC3 protein interaction, primary screen, biochemical, AlphaScreen, single concentration; Transforming acidic coiled-coil-containing protein 3 (Homo sapiens), Q9Y6A5; AlphaScreen His-ARNT PAS-B/GST-TACC3 binding, luminescence; TACC3 fragment carries E629A point mutation; inhibition, % at 9.99 µM; 0.66% of 390,000 active;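 active = mean inhibition of replicates at least 50% and at least half of replicates each reaching 50%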;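 also: 0% = complete ARNT plus TACC3 wells and 100% = ARNT alone without TACC3; many hits fall short of the cut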
PAX8 reporter – inhibitors of PAX8-driven TPO luciferase reporter, primary screen, RMG-I cells, single concentration; SteadyGlo, 24 h; 1.2% of 360,000 active; inhibition, % at 12.6 µM;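 active = mean replicate inhibition at least 60% with every replicate also reaching 60%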;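 also: luciferase light reporting Pax8 driven TPO promoter activity; plate controls were median of neutral control wells for no effect and mitoxantrone controls for full effect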
PGC1a acetyl inh – inhibitors of PGC1a acetylation signal, primary screen, cell-based, U2OS, AlphaScreen, inhibitor mode. AID 651687, 2012. 0.17% of 350,000 active. AlphaScreen anti-acetyl-lysine; with virally co-expressed GCN5 acetyltransferase. inhibition, % at 15.6 µM;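 active = every replicate shows inhibition of at least 40%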;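 also: 0% = neutral control wells and 100% = positive control wells; some results beyond the cut were filed as inactive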
Statin myotox sup – suppressors of statin myotoxicity in C2C12 myotubes, primary screen, cell-based, single point, plate reader; C2C12 myotubes + simvastatin, ATP luminescence, 48 h; scaled: DMSO 0, geranylgeraniol control 100; rescue of ATP level, % at 7.49 µM; 0.78% of 330,000 active; AID 602340, 2012;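 active = mean ATP rescue above about 67%, or every replicate alone reaching that limit, limit read from the data, passing the limit was not always enough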;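 also: myotubes were challenged with 10 µM simvastatin during compound exposure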
LGR2 inh – inhibitors of bursicon-induced LGR2 CRE-luciferase signal, primary screen, cell-based, HEK293, CRE-luciferase reporter, bursicon stimulation. 0.35% of 380,000 active. bursicon-stimulated, 4 h. inhibition, % at 9.99 µM. Drosophila bursicon receptor LGR2 (rickets);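 active = drop in luminescence signal, shown as inhibition above about 50% in the replicate tests, limit read from the data, passing the limit was not always enough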;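 also: agonist challenge used bursicon conditioned medium at about half maximal strength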
Cneo AK release – Cryptococcus neoformans cell lysis inducers, primary screen, AK release luminescence, single concentration | C. neoformans lysis, adenylate kinase release luminescence, 4 h; normalised: neutral wells 0, clomiphene wells 100 | lysis activity, % at 15 µM | 0.2% of 360,000 active | AID 651654, 2012;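 active = mean lysis activity across replicates of at least 80%, whatever share of replicates individually reach that level; inactive = mean lysis activity below 80%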
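Material: C. neoformans cells | Amount: Yeast cell density of 5 × 10^6 cells/mL | Medium: Fresh YPD growth medium | Dosing: Single dose | Times: Static 4 h at 37 °C with compound, 1 h detection | Detection: AK luminescence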
GSIS activator – GLuc luminescence reporter in INS-1E cells, primary screen for activators of glucose-dependent secretion of insulin | INS-1E GLuc reporter insulin secretion, 2-3 h | activation, % at 16.6 µM | AID 743287, 2014 | 0.61% of 370,000 active;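 active = lowest replicate activation of at least 40%, so every replicate reaches that level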;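 also: 0% = median of neutral control wells and 100% = median of IBMX positive control wells; some compounds called inactive have numbers as strong as hits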
PglD inh – C. jejuni PglD acetyltransferase inhibitors, primary screen, biochemical, DTNB colorimetric, single point; UDP-N-acetylbacillosamine N-acetyltransferase PglD (Campylobacter jejuni); purified PglD enzyme, DTNB colorimetric CoA detection; inhibition, % at 12.5 µM; 0.098% of 360,000 active; in the data active = inhibition above about 16%, passing the limit was not always enough; also: strong numbers were not always called active
The depositor's hits bear a star; nt = no result given. Not a hit list; overall some 2.9% were active at least once.

SMILES	ARNT-TACC3 inh	PAX8 reporter	PGC1a acetyl inh	Statin myotox sup	LGR2 inh	Cneo AK release	GSIS activator	PglD inh
CN(C)c1c(F)cc(-c2nn[nH]n2)cc1F	-30	14	1	7	-6	nt	17	nt
Cc1ccccc1-c1nnn(Cc2ccc(F)cc2Cl)n1	7	-53	3	3	-40	-1	7	-3
COc1cc(CNC(C)(C)C)ccc1OCC(=O)NC(C)(C)C	0	-7	-8	nt	-2	nt	-2	nt
Cc1ccc(-c2ccc([C@@H]3[C@H]4CN(C(=O)CN5CCOCC5)CC(=O)N4[C@H]3CO)cc2)cc1	nt	7	3	nt	6	nt	-3	nt
Cc1cc(-c2nnc(CCC(=O)NC(C)(C)C34CC5CC(CC(C5)C3)C4)o2)no1	-9	-34	-16	5	-20	3	-18	1
CCCc1cc(=O)oc2cc(OC3CCCCC3=O)ccc12 (stereo unspecified)	-1	12	nt	-5	-13	3	5	7
Cc1ccc(C(=O)CSc2nnc(C(C)C)n2C)cc1C	-2	33	12	nt	7	nt	9	nt
COc1ccc(C[C@H]2CN3C(=NC[C@@H]3C(C)C)N2CCNC(=O)CCC2CCCCC2)cc1	2	-3	-5	-35	-28	-3	-14	-2
O=C(C[C@H]1CC[C@@H](NC(=O)CCN2CCCCC2)[C@@H](CO)O1)NCc1ccc(Cl)c(Cl)c1	-9	3	-7	-13	16	1	-2	3
C[C@H](CO)N1C[C@H](C)[C@@H](CN(C)C(=O)CCCN(C)C)OCCCC[C@H](C)Oc2ccc(NC(=O)c3ccncc3)cc2C1=O	-3	13	-15	nt	-5	1	17	3
N#Cc1nnn(Cc2ccccc2)c1N	-3	-10	nt	nt	6	nt	13	nt
Cc1nc2c3cc(Cl)ccc3n(CCN3CCOCC3)c2s1	-3	-2	-11	nt	-4	nt	80	nt

6 entries from above, arranged by heavy-atom count, high to low.
SMILES	ARNT-TACC3 inh	PAX8 reporter	PGC1a acetyl inh	Statin myotox sup	LGR2 inh	Cneo AK release	GSIS activator	PglD inh
COc1ccc(C[C@H]2CN3C(=NC[C@@H]3C(C)C)N2CCNC(=O)CCC2CCCCC2)cc1	2	-3	-5	-35	-28	-3	-14	-2
Cc1cc(-c2nnc(CCC(=O)NC(C)(C)C34CC5CC(CC(C5)C3)C4)o2)no1	-9	-34	-16	5	-20	3	-18	1
CCCc1cc(=O)oc2cc(OC3CCCCC3=O)ccc12 (stereo unspecified)	-1	12	nt	-5	-13	3	5	7
Cc1ccc(C(=O)CSc2nnc(C(C)C)n2C)cc1C	-2	33	12	nt	7	nt	9	nt
CN(C)c1c(F)cc(-c2nn[nH]n2)cc1F	-30	14	1	7	-6	nt	17	nt
N#Cc1nnn(Cc2ccccc2)c1N	-3	-10	nt	nt	6	nt	13	nt

(listing goes on)
SMILES	ARNT-TACC3 inh	PAX8 reporter	PGC1a acetyl inh	Statin myotox sup	LGR2 inh	Cneo AK release	GSIS activator	PglD inh
Cc1ccc(Cn2c(CN3CC(C)OC(C)C3)nc3c2c(=O)n(C)c(=O)n3C)cc1 (stereo unspecified)	nt	-6	nt	6	-2	-1	14	-2
C/C=C/c1ccc(C2[C@H]3CNC[C@@H]2N3CC2CCOCC2)cc1 (stereo partly specified)	nt	-15	-8	nt	-5	nt	8	nt
CCOc1cc(/C=C(\C#N)C(=O)Nc2cccc(C(=O)O)c2)cc(Br)c1OC(=O)c1ccc(OC)cc1	-14	-22	14	6	-6	1	-39	1
COC(=O)c1ccc(OC(=O)c2cccs2)cc1	-4	2	nt	nt	0	nt	7	nt
COc1ccccc1C(=O)N/C(=C\c1cn(C)c2ccccc12)C(=O)N1CCCC1	6	41	-6	10	1	-1	13	1
CN(CC(=O)Nc1ccc(F)c(F)c1F)C1CCCCC1	-1	-14	nt	nt	nt	1	nt	0
O=C(Oc1cccc(N2C(=O)C3C4c5ccccc5C(c5ccccc54)C3C2=O)c1)c1ccco1 (stereo unspecified)	-10	7	nt	nt	4	nt	-23	nt
Cc1ccc(CC2CC(=O)N(c3ccc4c(c3)OCCO4)C2=O)cc1 (stereo unspecified)	-1	nt	3	0	nt	6	nt	-6
O=c1[nH]c(Cc2ccccc2)nc2scc(-c3ccccc3)c12	-3	nt	8	1	5	-4	-19	0
Cc1ccc(C(=O)OCC(=O)Nc2cc(C(C)(C)C)no2)c(C)c1	-2	-1	22	4	2	1	21	1
CC(C)CC#Cc1ccc2c(c1)O[C@@H](CN(C)C(=O)C1CCCCC1)[C@H](C)CN([C@H](C)CO)S2(=O)=O	11	nt	12	-30	33	2	27	0
CC(C)(C)NC(=O)C1Cc2ccccc2CN1C(=O)Nc1cccc(Cl)c1 (stereo unspecified)	-7	nt	-16	6	nt	0	nt	-16
COc1ccc(S(=O)(=O)Nc2ccc3c(c2)C(=O)N([C@@H](C)CO)C[C@@H](C)[C@@H](CN(C)C(=O)Nc2ccc(F)cc2)OCCCC[C@@H](C)O3)cc1	-13	-3	3	8	5	5	-8	0
O=C(NCCCN1CCCC1)[C@H](CSCc1ccccc1)N1Cc2ccccc2C1=O	3	-7	3	nt	0	nt	-11	nt
Nc1c(C(=O)Nc2ccc3c(c2)OCCO3)nnn1Cc1cccc(Br)c1	4	-179	nt	11	-79	nt	-1	nt
COc1ccc(NC(=O)Nc2ccc3c(c2)C(=O)N([C@H](C)CO)C[C@@H](C)[C@H](CN(C)Cc2ccc(C(=O)O)cc2)OCCCC[C@H](C)O3)cc1	16	16	-3	nt	8	3	0	-3
CCNC(=O)[C@@H]1[C@@H](CO)[C@@H]2Cn3c(ccc(-c4ccccc4F)c3=O)[C@@H]2N1CC	-2	8	nt	10	-1	-10	1	0
COc1cc(/C=C(\CC(=O)O)c2nc3ccccc3s2)cc(OC)c1O	-6	7	-3	13	8	nt	5	nt
Fc1cccc(C2NC(=S)NC3=C2N2CCC3CC2)c1 (stereo unspecified)	1	11	-4	4	-1	-1	20	3
COc1ccc(S(=O)(=O)Nc2ccc3c(c2)C(=O)N([C@H](C)CO)C[C@H](C)[C@@H](CN(C)C(=O)CCC(F)(F)F)OCCCC[C@@H](C)O3)cc1	0	-6	3	nt	17	0	-1	-3
CCOC(=O)c1sc(NC(=O)C(CC)OC(=O)c2ccco2)nc1C (stereo unspecified)	7	-14	nt	1	-2	0	-12	4
Cc1cc(C)nc(NS(=O)(=O)c2ccc(Br)cc2)n1	-4	-3	-44	-3	nt	-1	nt	-24
COc1ccc(NC(=O)Cn2nnc(C(=O)NCc3ccccc3)c2N)c(OC)c1	4	30	5	-20	12	-1	13	2
Cc1nc(-c2ccc(C(F)(F)F)cc2)sc1C(=O)NN	-2	-1	-5	3	-25	nt	7	nt

Record cards, as listed above.
Nc1c(C(=O)Nc2ccc3c(c2)OCCO3)nnn1Cc1cccc(Br)c1 in the list: ARNT-TACC3 inh = 4; PAX8 reporter = -179; PGC1a acetyl inh = nt; Statin myotox sup = 11; LGR2 inh = -79; Cneo AK release = nt; GSIS activator = -1; PglD inh = nt
COc1ccc(NC(=O)Cn2nnc(C(=O)NCc3ccccc3)c2N)c(OC)c1 in the list: ARNT-TACC3 inh = 4; PAX8 reporter = 30; PGC1a acetyl inh = 5; Statin myotox sup = -20; LGR2 inh = 12; Cneo AK release = -1; GSIS activator = 13; PglD inh = 2
COc1ccc(S(=O)(=O)Nc2ccc3c(c2)C(=O)N([C@H](C)CO)C[C@H](C)[C@@H](CN(C)C(=O)CCC(F)(F)F)OCCCC[C@@H](C)O3)cc1 in the list: ARNT-TACC3 inh = 0; PAX8 reporter = -6; PGC1a acetyl inh = 3; Statin myotox sup = nt; LGR2 inh = 17; Cneo AK release = 0; GSIS activator = -1; PglD inh = -3

Next structures:
SMILES	ARNT-TACC3 inh	PAX8 reporter	PGC1a acetyl inh	Statin myotox sup	LGR2 inh	Cneo AK release	GSIS activator	PglD inh
COc1ccc(NC(=O)Cn2nnc3ccccc32)c([N+](=O)[O-])c1	-2	4	-3	nt	2	nt	1	nt
COc1ccccc1/C=C/C1=NC(=C\N(C)C)/C(=O)O1	-8	nt	5	nt	nt	-1	nt	-5
CN(C)C(=O)c1ccc(-c2ccc([C@H]3[C@@H](CO)N4C(=O)CN(C(=O)CC5CC5)C[C@@H]34)cc2)cc1	nt	-7	-11	nt	-4	nt	-13	nt
O=C(Nc1ccc(F)cc1F)c1noc2c1CCC2	-4	nt	8	nt	nt	-2	nt	0
CCCn1c(N)c(C(=O)CSc2nnc3ccccn23)c(=O)[nH]c1=O	-2	-5	nt	nt	36	nt	-2	nt
CCCNC(=O)C[C@H]1CC[C@H]2[C@@H](COc3ccc(NS(=O)(=O)CC)cc3C(=O)N2C)O1	-1	9	5	3	11	0	-9	8
CC(C)CNC(=O)Nc1ccc(F)c(Cl)c1	2	-12	nt	nt	-13	nt	5	nt
O=C(Nc1ccc(F)cc1)N[C@@H]1CC[C@@H](CCNC(=O)c2cc(Cl)cc(Cl)c2)O[C@@H]1CO	-14	20	-3	-1	10	3	nt	-1
Cn1c(N)c(C(=O)CSc2nc3ccccc3n2-c2ccccc2)c(=O)n(C)c1=O	26	nt	0	-8	-7	4	63*	2
CN(C)c1ccc(/C=C/c2nnnn2-c2ccccc2)cc1	14	nt	nt	nt	-66	-4	3	0
COCCNC(=O)c1cnn2c1NC(c1ccco1)CC2C(F)(F)F (stereo unspecified)	-3	-9	14	5	nt	-1	nt	2
CCCc1nnc(NC(=O)CCC(=O)N2CCC(C)CC2)s1	nt	-2	7	8	20	-3	1	6
Cc1ccc(S(=O)(=O)N[C@@H]2C=C[C@@H](CC(=O)NCc3ccccc3F)O[C@@H]2CO)cc1	-10	4	-6	5	-16	-15	8	-5
CC(Sc1nnc(COc2ccc3ccccc3c2)n1C)C(=O)O (stereo unspecified)	3	nt	4	6	nt	0	7	3
Cc1cc(N2CCCCC2)nc2ccc(NC(=O)c3ccc(Br)o3)cc12	6	nt	-4	-25	nt	1	nt	1
C[C@H]1CN([C@@H](C)CO)S(=O)(=O)c2ccc(C#Cc3ccccn3)cc2O[C@@H]1CN(C)Cc1cccc(F)c1	3	nt	-1	-4	-10	-13	-15	5
CO[C@@H]1CN(C)C(=O)c2cc(NS(=O)(=O)c3c(C)noc3C)ccc2OC[C@H](C)NC[C@@H]1C	-12	nt	5	16	-6	0	9	-5
COc1ccc(C)cc1NC(=O)NC1CCCc2ccccc21 (stereo unspecified)	30	18	-1	0	7	-6	-2	-3
C#CCOCCOCCOCCNc1nc(N2CCN(C(=O)[C@H](CCCN=C(N)N)n3cc(C(N)[C@@H](C)CC)nn3)CC2)nc(N2CCN(C(=O)[C@H](CO)n3cc([C@@H](N)C(C)C)nn3)CC2)n1 (stereo partly specified)	9	-4	-3	2	2	7	9	-3
COc1ccc(N2C(=O)CC(Nc3ccc(C)cc3)C2=O)cc1 (stereo unspecified)	17	-10	1	-8	nt	5	nt	2
C[C@H]1CN([C@@H](C)CO)C(=O)c2cc(Br)cnc2O[C@H]1CN(C)C(=O)c1ccccc1	-3	-14	5	0	4	-1	-3	1
